Compound activity: PubChem, Broad Institute
TcdB GH inh – TcdB glycohydrolase inhibitors, primary screen, biochemical, single point, plate reader; Toxin B (Clostridioides difficile), P18177; TcdB glycohydrolase enzymatic assay; inhibition, % at 9.99 µM; 350,000 tested, 0.24% active; in the data active = inhibition above about 10%
Target sequence (P18177 whole entry, looked up): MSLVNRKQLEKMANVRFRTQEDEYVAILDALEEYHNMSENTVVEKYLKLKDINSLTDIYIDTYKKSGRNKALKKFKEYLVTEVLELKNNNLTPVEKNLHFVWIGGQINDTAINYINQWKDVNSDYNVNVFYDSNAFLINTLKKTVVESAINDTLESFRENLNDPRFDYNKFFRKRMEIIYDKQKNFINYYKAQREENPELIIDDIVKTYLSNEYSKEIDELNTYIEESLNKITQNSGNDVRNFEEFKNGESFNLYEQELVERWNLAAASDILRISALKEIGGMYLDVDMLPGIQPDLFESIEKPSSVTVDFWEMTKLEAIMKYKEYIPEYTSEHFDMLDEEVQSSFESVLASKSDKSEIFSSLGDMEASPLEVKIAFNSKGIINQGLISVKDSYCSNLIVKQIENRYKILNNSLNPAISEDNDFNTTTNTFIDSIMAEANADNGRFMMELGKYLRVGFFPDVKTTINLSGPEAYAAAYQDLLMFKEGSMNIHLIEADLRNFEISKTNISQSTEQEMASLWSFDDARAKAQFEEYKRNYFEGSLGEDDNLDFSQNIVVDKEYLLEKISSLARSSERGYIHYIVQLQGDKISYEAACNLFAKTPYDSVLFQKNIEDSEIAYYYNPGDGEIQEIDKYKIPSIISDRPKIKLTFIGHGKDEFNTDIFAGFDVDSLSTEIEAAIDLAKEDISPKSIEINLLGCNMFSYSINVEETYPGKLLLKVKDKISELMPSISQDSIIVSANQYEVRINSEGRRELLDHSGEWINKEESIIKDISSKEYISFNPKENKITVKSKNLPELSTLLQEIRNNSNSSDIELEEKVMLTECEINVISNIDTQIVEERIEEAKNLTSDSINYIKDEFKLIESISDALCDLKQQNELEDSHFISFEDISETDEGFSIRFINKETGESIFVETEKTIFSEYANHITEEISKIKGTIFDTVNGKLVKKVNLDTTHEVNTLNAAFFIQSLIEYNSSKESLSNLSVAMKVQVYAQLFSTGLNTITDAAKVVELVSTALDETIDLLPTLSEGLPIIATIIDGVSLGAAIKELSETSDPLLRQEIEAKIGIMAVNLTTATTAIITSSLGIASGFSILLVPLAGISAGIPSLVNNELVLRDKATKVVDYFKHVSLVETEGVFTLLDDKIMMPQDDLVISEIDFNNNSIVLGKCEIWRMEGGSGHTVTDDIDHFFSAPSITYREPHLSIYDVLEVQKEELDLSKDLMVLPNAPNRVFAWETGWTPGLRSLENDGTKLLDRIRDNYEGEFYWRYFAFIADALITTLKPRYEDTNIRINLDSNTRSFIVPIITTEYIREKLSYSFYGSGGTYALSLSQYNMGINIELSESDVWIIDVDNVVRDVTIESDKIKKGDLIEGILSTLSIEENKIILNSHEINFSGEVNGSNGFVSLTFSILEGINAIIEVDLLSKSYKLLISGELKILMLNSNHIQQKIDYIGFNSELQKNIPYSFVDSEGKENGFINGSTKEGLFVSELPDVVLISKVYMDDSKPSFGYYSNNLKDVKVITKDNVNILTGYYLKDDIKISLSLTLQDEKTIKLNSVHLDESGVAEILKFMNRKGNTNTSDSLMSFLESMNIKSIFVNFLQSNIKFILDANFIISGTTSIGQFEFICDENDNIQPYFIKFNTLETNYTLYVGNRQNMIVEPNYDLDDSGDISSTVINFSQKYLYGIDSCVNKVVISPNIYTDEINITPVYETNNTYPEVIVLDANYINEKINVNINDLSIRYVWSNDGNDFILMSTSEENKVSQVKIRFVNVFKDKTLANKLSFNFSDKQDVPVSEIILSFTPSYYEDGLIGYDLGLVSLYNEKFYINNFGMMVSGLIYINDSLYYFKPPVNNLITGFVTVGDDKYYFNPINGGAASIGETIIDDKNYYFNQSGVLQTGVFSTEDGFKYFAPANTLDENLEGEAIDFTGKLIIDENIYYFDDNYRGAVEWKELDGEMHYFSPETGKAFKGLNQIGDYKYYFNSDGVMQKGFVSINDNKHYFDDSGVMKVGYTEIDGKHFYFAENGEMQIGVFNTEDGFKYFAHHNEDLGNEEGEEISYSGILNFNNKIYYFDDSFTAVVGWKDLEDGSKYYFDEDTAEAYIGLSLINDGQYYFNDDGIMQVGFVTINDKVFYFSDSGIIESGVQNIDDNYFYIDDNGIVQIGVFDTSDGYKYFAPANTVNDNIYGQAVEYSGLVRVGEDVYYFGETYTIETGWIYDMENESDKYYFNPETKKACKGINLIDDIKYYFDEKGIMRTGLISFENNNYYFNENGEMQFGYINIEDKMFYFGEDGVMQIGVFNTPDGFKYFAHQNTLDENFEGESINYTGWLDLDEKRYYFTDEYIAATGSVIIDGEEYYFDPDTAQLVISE
Mtb BioA inh – M. tuberculosis BioA enzyme inhibitors, primary screen, biochemical, plate reader, single point, HTS | 7,8-diaminopelargonic acid synthase BioA (Mycobacterium tuberculosis) | purified M. tuberculosis BioA enzyme | inhibition, % at 9.99 µM | 360,000 tested, 0.096% active; in the data active = inhibition above about 40%
Numbers without * were called inactive. The list is partial; rates above refer to the full screens.

Molecule,Mtb BioA inh,TcdB GH inh
C[C@H](CO)N1C[C@H](C)[C@H](CN(C)C(=O)Nc2cccc3ccccc23)Oc2ccc(NC(=O)Nc3ccc4c(c3)OCO4)cc2C1=O,-6.5,-0.2
Cc1ccc(S(=O)(=O)N(C)C[C@H]2OCCCC[C@H](C)Oc3ccc(NC(=O)c4ccccc4)cc3C(=O)N([C@H](C)CO)C[C@H]2C)cc1,-3.7,1.4
O=C(C[C@@H]1C[C@@H]2c3cc(NC(=O)Nc4ccccc4)ccc3O[C@@H]2[C@H](CO)O1)NCC(F)(F)F,-1.9,-0.7
Cc1ccc(-c2cnc3c(c2)C(=O)N([C@H](C)CO)C[C@@H](C)[C@@H](CN(C)C(=O)Cc2ccncc2)O3)cc1,-3.4,1.1
COCC(=O)NC[C@H]1[C@H](c2ccc(C3=CCCC3)cc2)[C@@H](CO)N1C(=O)C1CC1,3.4,-10
CCNC(=O)C[C@@H]1CC[C@@H](NS(=O)(=O)c2ccc(C)cc2)[C@H](CO)O1,-1.1,1.0
COc1cccc(S(=O)(=O)Nc2ccc3c(c2)[C@H]2C[C@@H](CC(=O)NCc4cccc(F)c4)O[C@@H](CO)[C@H]2O3)c1,-0.3,-0.2
CCS(=O)(=O)Nc1ccc2c(c1)C(=O)N(C)[C@@H]1CC[C@H](CC(=O)NC)O[C@H]1CO2,-4.6,-0.9
Cc1noc(C)c1S(=O)(=O)Nc1ccc2c(c1)C(=O)N([C@H](C)CO)C[C@@H](C)[C@@H](CN(C)S(=O)(=O)c1cn(C)cn1)OCCCC[C@H](C)O2,-0.4,-0.7
O=C(C[C@H]1CC[C@H]2[C@@H](COC[C@H](O)CN2Cc2ccccc2)O1)N1CCOCC1,1.1,-0.3
C[C@H]1CN([C@@H](C)CO)C(=O)c2cccc(NC(=O)c3ccc(-c4nccs4)cc3)c2O[C@H]1CN(C)C(=O)Nc1ccc(F)cc1,3.7,-0.7
C[C@@H]1CN([C@H](C)CO)C(=O)c2cc(NS(=O)(=O)c3cn(C)cn3)ccc2O[C@@H](C)CCCCO[C@H]1CN(C)S(=O)(=O)c1ccc(Cl)cc1,-0.8,2.1
O=C(C[C@@H]1C=C[C@@H](NC(=O)C2CC2)[C@H](CO)O1)NCCCN1CCOCC1,-6.2,-13
C[C@@H]1CN([C@@H](C)CO)C(=O)c2cccc(NC(=O)C3CC3)c2O[C@@H]1CN(C)C(=O)Nc1ccccc1,1.2,-0.9
Cc1ccc(-c2ccc3c(c2)O[C@@H](CN(C)Cc2cccnc2)[C@H](C)CN([C@H](C)CO)S3(=O)=O)cc1,-0.5,-1.7
C[C@@H]1CN([C@@H](C)CO)C(=O)c2cc(C3=CCCCC3)cnc2O[C@@H]1CN(C)C(=O)Cc1cccnc1,-0.4,1.4
O=C(NC[C@H]1[C@H](c2ccccc2)[C@H](CO)N1CC1CCCC1)c1ccccc1,0.8,-0.2
C[C@@H]1CN([C@@H](C)CO)C(=O)c2cc(C#C[C@@H](C)O)cnc2O[C@@H]1CN(C)Cc1ccccn1,-0.5,-1.4
C[C@H](CO)N1C[C@H](C)[C@H](CN(C)C(=O)CN(C)C)Oc2cc(C3=CCCCC3)ccc2S1(=O)=O,-0.3,-2.6
COc1cccc(C#Cc2ccc3c(c2)O[C@H](CN(C)C(=O)c2ccccn2)[C@@H](C)CN([C@@H](C)CO)S3(=O)=O)c1,0.3,-0.1
C[C@H]1CN([C@@H](C)CO)C(=O)c2cc(C#CC3CC3)cnc2O[C@H]1CN(C)Cc1ccncc1,-3.2,0.0
CO[C@@H]1CN(C)C(=O)c2cc(NC(=O)Cc3ccccc3)ccc2OC[C@@H](C)N(C(=O)c2ccccc2F)C[C@@H]1C,-1.4,-0.4
C[C@@H]1CCCCO[C@H](CN(C)S(=O)(=O)c2cn(C)cn2)[C@@H](C)CN([C@@H](C)CO)C(=O)c2cc(NC(=O)CCC(F)(F)F)ccc2O1,-0.7,0.0
CNC(=O)C[C@@H]1CC[C@H]2[C@@H](COC[C@H](O)CN2C(=O)c2ccccn2)O1,2.5,0.4
C[C@H]1CCCCO[C@H](CN(C)Cc2ccc3c(c2)OCO3)[C@@H](C)CN([C@@H](C)CO)C(=O)c2cc(NS(=O)(=O)c3ccccc3)ccc2O1,0.1,-0.2
Cc1noc(C)c1NC(=O)Nc1ccc2c(c1)C(=O)N([C@H](C)CO)C[C@@H](C)[C@H](CN(C)S(=O)(=O)c1c(C)noc1C)OCCCC[C@H](C)O2,1.5,0.4
C[C@H]1CN([C@@H](C)CO)S(=O)(=O)c2ccc(-c3ccc(F)cc3)cc2O[C@@H]1CN(C)C(=O)C1CCCCC1,7.6,-0.2
C[C@@H]1CN([C@H](C)CO)C(=O)c2cccc(NC(=O)Nc3ccc(F)cc3)c2O[C@H]1CN(C)S(=O)(=O)c1ccccc1,0.9,1.1
COc1cccc(-c2cnc3c(c2)C(=O)N([C@H](C)CO)C[C@@H](C)[C@H](CN(C)C(=O)CN(C)C)O3)c1,-0.7,0.2
COc1ccc(S(=O)(=O)N[C@@H]2C=C[C@H](CC(=O)NCCc3ccccc3)O[C@@H]2CO)cc1,-3.1,1.0
COc1ccccc1NC(=O)N1C[C@H](O)COC[C@@H]2O[C@H](CC(=O)N3CCC(Cc4ccccc4)CC3)CC[C@H]21,0.7,0.9
C[C@H](CO)N1C[C@H](C)[C@H](CN(C)CC2CCOCC2)Oc2ncc(Br)cc2C1=O,-2.9,-0.6
C[C@@H]1CN([C@H](C)CO)C(=O)c2cc(NC(=O)c3ccncc3)ccc2O[C@H]1CN(C)S(=O)(=O)c1cn(C)cn1,0.6,0.5
COc1cccc(C(=O)Nc2ccc3c(c2)C(=O)N(C)C[C@H](OC)[C@@H](C)CN(C(C)=O)[C@@H](C)CO3)c1,0.1,0.6
COc1ccc(NC(=O)N(C)C[C@H]2Oc3ccc(NC(=O)CCN4CCOCC4)cc3CC(=O)N([C@H](C)CO)C[C@H]2C)cc1,-0.1,0.4
C[C@@H]1CN([C@@H](C)CO)C(=O)c2ccccc2-c2ccccc2CO[C@H]1CN(C)S(=O)(=O)c1ccccc1,0.2,1.2
C[C@H](CO)N1C[C@H](C)[C@@H](CN(C)C(=O)C2CCOCC2)Oc2ncc(-c3cccc(F)c3)cc2C1=O,0.7,0.2
C[C@H]1CN([C@@H](C)CO)C(=O)c2cccc(NS(C)(=O)=O)c2O[C@@H]1CN(C)S(=O)(=O)c1cccs1,1.1,-0.7
C[C@H]1CN([C@@H](C)CO)C(=O)c2cc(C#CCC3CCCC3)cnc2O[C@@H]1CN(C)C(=O)CN(C)C,-0.8,-0.3
CNC[C@H]1Oc2ccc(NS(=O)(=O)c3ccc(Cl)cc3)cc2CC(=O)N([C@@H](C)CO)C[C@H]1C,-1.1,-0.6
C[C@@H]1CN([C@@H](C)CO)C(=O)c2cc(NS(=O)(=O)c3cccs3)ccc2O[C@@H](C)CCCCO[C@@H]1CN(C)C,-1.2,-4.1
C[C@H](CO)N1C[C@H](C)[C@H](CN(C)Cc2ccc(C(=O)O)cc2)Oc2ccc(NC(=O)Cn3cnnn3)cc2C1=O,-0.5,-2.1
C[C@@H]1CCCCO[C@@H](CN(C)S(=O)(=O)c2cccs2)[C@H](C)CN([C@@H](C)CO)C(=O)c2cc(NS(=O)(=O)c3cccs3)ccc2O1,-0.2,0.2
CCCNC(=O)N1[C@@H]2c3ccc(-c4ccc(F)cc4)c(=O)n3C[C@@H]2[C@@H](CO)[C@@H]1C(=O)N1CCCCC1,0.8,-0.3
CCCC(=O)Nc1ccc2c(c1)C(=O)N(C)C[C@@H](OC)[C@@H](C)CN(Cc1cncnc1)[C@H](C)CO2,0.6,-0.3
CN1C(=O)c2cc(NC(=O)c3ccc(F)cc3)ccc2OC[C@H]2O[C@H](CC(=O)NCC3CC3)CC[C@H]21,9.1,-1.1
CC(=O)N(C)C[C@@H]1Oc2cc(C#CCN(C)C)ccc2S(=O)(=O)N([C@@H](C)CO)C[C@H]1C,-0.8,1.0
Cc1noc(C)c1NC(=O)Nc1cccc2c1O[C@@H](CN(C)Cc1ccncc1)[C@H](C)CN([C@@H](C)CO)C2=O,-3.3,0.2
COc1ccc(CNC(=O)C[C@@H]2C=C[C@@H](NC(=O)c3cccc(F)c3)[C@H](CO)O2)cc1,-4.6,-0.3
CC(C)CC#Cc1cnc2c(c1)C(=O)N([C@@H](C)CO)C[C@@H](C)[C@@H](CN(C)C(=O)c1cccnc1)O2,-1.1,-0.6
Cc1ccc(S(=O)(=O)N(C)C[C@H]2OCCCC[C@H](C)Oc3ccc(NS(=O)(=O)c4ccc(Cl)cc4)cc3C(=O)N([C@@H](C)CO)C[C@@H]2C)cc1,-0.8,-1.9
C[C@@H]1CN([C@@H](C)CO)C(=O)c2cc(NC(=O)Cn3cnnn3)ccc2O[C@H]1CN(C)C(=O)Nc1ccc2c(c1)OCO2,6.0,-3.1
O=C(NCC1CC1)[C@H]1N[C@H]2c3ccc(-c4ccccc4F)c(=O)n3C[C@H]2[C@@H]1CO,-1.1,0.1
Cc1noc(C)c1NC(=O)Nc1ccc2c(c1)C(=O)N([C@H](C)CO)C[C@@H](C)[C@H](CN(C)C)O2,4.6,-0.9
C[C@@H]1CN([C@@H](C)CO)C(=O)c2cc(NC(=O)CCCN(C)C)ccc2O[C@@H]1CN(C)C,-1.0,0.8
CO[C@@H]1CN(C)C(=O)c2cc(NC(=O)Nc3ccccc3F)ccc2OC[C@H](C)N(C)C[C@@H]1C,-0.1,-0.2
Cc1ccc(S(=O)(=O)NCC[C@H]2CC[C@@H](NS(=O)(=O)c3ccccc3Cl)[C@@H](CO)O2)cc1,3.6,-0.3
O=C(C[C@@H]1CC[C@@H]2[C@H](COC[C@@H](O)CN2C(=O)c2ccccc2F)O1)NCc1ccc(Cl)c(Cl)c1,-1.1,-0.5
CCCc1cn(CC[C@@H]2CC[C@@H](NC(=O)Nc3ccccc3F)[C@H](CO)O2)nn1,1.7,0.6
C[C@@H]1CN([C@@H](C)CO)C(=O)Cc2cc(NS(C)(=O)=O)ccc2O[C@H]1CN(C)C(=O)NC1CCCCC1,0.3,0.5

Exported field by field: 4 of the compounds above.
Cc1ccc(S(=O)(=O)N(C)C[C@H]2OCCCC[C@H](C)Oc3ccc(NS(=O)(=O)c4ccc(Cl)cc4)cc3C(=O)N([C@@H](C)CO)C[C@@H]2C)cc1
  Mtb BioA inh: -0.8
  TcdB GH inh: -1.9
Cc1noc(C)c1NC(=O)Nc1cccc2c1O[C@@H](CN(C)Cc1ccncc1)[C@H](C)CN([C@@H](C)CO)C2=O
  Mtb BioA inh: -3.3
  TcdB GH inh: 0.2
C[C@@H]1CN([C@@H](C)CO)C(=O)c2cc(NC(=O)Cn3cnnn3)ccc2O[C@H]1CN(C)C(=O)Nc1ccc2c(c1)OCO2
  Mtb BioA inh: 6.0
  TcdB GH inh: -3.1
CN1C(=O)c2cc(NC(=O)c3ccc(F)cc3)ccc2OC[C@H]2O[C@H](CC(=O)NCC3CC3)CC[C@H]21
  Mtb BioA inh: 9.1
  TcdB GH inh: -1.1

New compounds follow
Molecule,Mtb BioA inh,TcdB GH inh
COc1ccc(S(=O)(=O)N(C)C[C@H]2Oc3ccc(NC(=O)c4ccncc4)cc3CC(=O)N([C@@H](C)CO)C[C@@H]2C)cc1,-5.1,-1.3
CO[C@H]1CN(C)C(=O)c2ccc(NC(C)=O)cc2OC[C@H](C)N(Cc2cc(F)ccc2F)C[C@H]1C,0.8,0.1
C[C@@H]1CCCCO[C@@H](CN(C)C)[C@H](C)CN([C@H](C)CO)C(=O)c2cc(NC(=O)Nc3ccccc3)ccc2O1,2.8,1.5
C[C@H]1CCCCO[C@H](CN(C)S(=O)(=O)c2ccc(Cl)cc2)[C@@H](C)CN([C@@H](C)CO)C(=O)c2cc(NC(=O)C3CCCCC3)ccc2O1,-1.1,0.6
O=C(C[C@H]1CC[C@@H](NC(=O)Nc2ccccc2)[C@@H](CO)O1)NCc1ccccn1,-3.6,-0.1
CC(C)NC(=O)Nc1ccc2c(c1)C(=O)N([C@H](C)CO)C[C@H](C)[C@H](CN(C)S(=O)(=O)c1ccc(F)cc1)O2,4.8,0.1
O=C(C[C@@H]1C=C[C@@H](NC(=O)Nc2ccccc2F)[C@H](CO)O1)NCc1ccc(F)cc1,-2.4,0.7
C[C@@H]1CN([C@H](C)CO)C(=O)c2cc(-c3cccc(F)c3)cnc2O[C@H]1CN(C)C(=O)C1CCCCC1,7.3,-2.4
C[C@@H]1CN([C@H](C)CO)C(=O)Cc2cc(N(C)C)ccc2O[C@H]1CN(C)CC1CC1,1.3,-5.0
C[C@@H]1CN([C@@H](C)CO)C(=O)c2cc(NS(C)(=O)=O)ccc2O[C@@H](C)CCCCO[C@H]1CN(C)S(=O)(=O)c1ccc(F)cc1,0.1,1.0
O=C(C[C@@H]1C[C@H]2c3cc(NC(=O)Nc4ccc(F)cc4)ccc3O[C@H]2[C@H](CO)O1)NC1CCCC1,0.2,0.4
COc1ccc(NC(=O)N(C)C[C@H]2Oc3ccc(NC(=O)Nc4ccc(C(F)(F)F)cc4)cc3CC(=O)N([C@@H](C)CO)C[C@H]2C)cc1,0.3,-1.1
O=C(C[C@@H]1CC[C@@H]2[C@H](COC[C@H](O)CN2CCc2ccccc2)O1)N1CCC(Cc2ccccc2)CC1,-2.0,-4.9
